ELG1 genotoxic = inducers of genotoxicity in HEK293T ELG1-luciferase cells; HEK293T ELG1-luciferase reporter, luminescence, 16 h; Potency, µM (series often up to 46 µM), for the others: top-dose activity change, positive = activation, usual class: activators; hit rate 1.3% among 330,000; AID 504466; further: potency means the concentration at half of the fitted maximal effect; % of control where 0% means no effect; nearly all actives have a fitted effect of over 60% in size
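Luminescence read-out: rising ELG1-luciferase signal, reflecting elevated ELG1 protein under genetic stress, flags genotoxic compounds. Cells were treated for 16 hr at 37 °C before ONE-Glo detection.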
Tb PFK block = blocks T. brucei phosphofructokinase | O15648 | T. brucei PFK, ADP-Glo luminescence | Potency, µM (highest dose often 57.5 µM), for the others: top-dose activity, negative = inhibition, most hits filed as inhibitors | hit rate 0.17% among 330,000;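 further: potency means the concentration at half of the fitted maximal effect; 0% = uninhibited 1x PFK enzyme wells and -100% = no-enzyme wells; nearly all actives have a fitted effect of over 60% in size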
Target sequence (O15648 whole entry, looked up): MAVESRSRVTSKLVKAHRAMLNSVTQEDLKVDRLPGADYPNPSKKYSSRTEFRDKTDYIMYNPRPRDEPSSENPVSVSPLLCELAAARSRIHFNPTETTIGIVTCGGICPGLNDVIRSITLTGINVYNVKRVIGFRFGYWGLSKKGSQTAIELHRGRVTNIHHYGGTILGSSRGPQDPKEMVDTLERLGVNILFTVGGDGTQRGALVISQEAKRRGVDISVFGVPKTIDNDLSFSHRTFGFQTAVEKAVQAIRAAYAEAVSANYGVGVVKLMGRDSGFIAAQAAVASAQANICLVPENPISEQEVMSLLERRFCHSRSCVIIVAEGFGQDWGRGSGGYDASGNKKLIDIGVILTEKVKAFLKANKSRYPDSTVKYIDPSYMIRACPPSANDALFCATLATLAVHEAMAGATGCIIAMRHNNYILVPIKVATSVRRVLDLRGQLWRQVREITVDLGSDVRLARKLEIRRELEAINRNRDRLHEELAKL
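ADP-Glo luminescence quantified ADP after 45 min at room temperature, with 1.25 nM T. brucei PFK, 0.1 mM ATP and 0.5 mM fructose-6-phosphate in pH 8.0 TEA buffer. qHTS titrations up to 57 µM; curves classified by quality.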
uPA surface inh = blocks generation of uPA at the cell surface; Potency, µM (doses to about 38.3 µM), for the others: at the top dose activity change, negative = inhibition, most hits filed as inhibitors; hit rate 0.31% among 330,000; AID 540303; cell surface uPA generation assay, qHTS; active means well fitted inhibition curve with a large enough effect; inconclusive means small, poorly fitted or top-dose-only effect; inactive means no such curve, though single readings can be large or run the other way; tested in mouse RAW 264.7 cells; further: potency means the concentration at half of the fitted maximal effect; on the % scale 0 is the no-effect control and ±100 the full control effect; nearly all actives have a fitted effect of over 55% in size
KCNH2 3.1 inh = blocks the human KCNH2 3.1 channel isoform. hit rate 0.95% among 340,000. activity change, % (tested at about 1.8 µM). U2OS KCNH2 3.1, thallium flux FluxOr; hits give low values;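 active means maximum activity change below -70%; inconclusive means maximum activity change from -70% to -50%; inactive means maximum activity change above -50%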;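 further: thallium influx rate constant from kinetic fluorescence after stimulation buffer; on the % scale 0 is the no-effect control and ±100 the full control effect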
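Thallium flux read-out: FluxOr dye with Red40 quencher in HBSS/HEPES, 45 min at RT. Rate constants from kinetic reads were normalized to positive and negative DMSO controls. Cells: U2OS virally expressing the 3.1 isoform.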
Giardia kill = kills Giardia lamblia. Giardia lamblia trophozoite viability. activity change, % at 7.66 µM, hits read low. hit rate 0.15% among 340,000. AID 540267; in the data active means activity change below about -80%; inconclusive means between about -30% and that limit;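 further: parasites exposed to compound for two days anaerobically before the ATP read; on the % scale 0 is the no-effect control and ±100 the full control effect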
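Anaerobic 48 hrs incubation at 37 deg C of 100 trophozoites/well with test compounds; ATPLite 1-Step luminescence, 15-30 min RT, reports cellular ATP as viability.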
Coupling enz = coupling enzyme interference in Giardia aldolase counter-screen | coupling enzyme system counterscreen, AmpLite Red fluorescence | activity change, negative = inhibition, % at 58.2 µM, hits read low | hit rate 0.67% among 290,000 | AID 2472; in the data active means activity change below about -30%; further: on the % scale 0 is the no-effect control and ±100 the full control effect
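Counterscreen of the coupled detection system alone, without aldolase: glyceraldehyde-3-phosphate coupling enzymes plus AmpLite Red readout. Compounds at 57.5 uM final, 10 min RT preincubation, 20 min RT reaction, fluorescence 525/598 nm.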
VP16 counter = Gal4-VP16 reporter inhibition counter-screen. hit rate 3.5% among 310,000. Potency, µM (top dose mostly 53.6 µM), for inactives: top-dose activity, negative = inhibition, usual class: inhibitors. Drosophila S2 Gal4-VP16 UAS-luciferase, luminescence, 20 h. AID 2546;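 further: Gal4-VP16 expression switched on by copper sulfate through the metallothionein promoter; potency means the concentration at half of the fitted maximal effect; on the % scale 0 is the no-effect control and ±100 the full control effect; nearly all actives have a fitted effect of over 50% in size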
RORgamma inh = ROR gamma (mouse) transcription inhibition. Drosophila S2 Gal4-RORgamma UAS-luciferase reporter, 20 h. hit rate 5.4% among 310,000. Potency, µM (top dose mostly 53.6 µM), without a hit: at the top dose activity change, negative = inhibition, actives largely listed as inhibitors; further: potency means the concentration at half of the fitted maximal effect; on the % scale 0 is the no-effect control and ±100 the full control effect; nearly all actives have a fitted effect of over 60% in size
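A Gal4/UAS one-hybrid system in insect cells: metallothionein-promoter Gal4–ROR gamma fusion plus Photinus luciferase reporter. Copper sulfate 700 uM final, 20 hr ambient incubation, luminescent detection after 10 min with reagent.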
Rab9 prom act = Rab9 promoter activation; Huh7 Rab9 promoter-luciferase reporter, luminescence, 24 h; Potency, µM (titrated, usually from 9.22 µM), for inactives: at the top dose activation, negative = inhibition, most hits filed as activators; hit rate 2.8% among 320,000; further: potency means the concentration at half of the fitted maximal effect; % of control where 0% means no effect; nearly all actives have a fitted effect of over 60% in size
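Huh7 cells stably carrying Rab9 promoter–luciferase reporter, plated 1500 cells/well, compound added after 2 h and incubated 24 h at 37 °C; luciferase luminescence then read after 10 min with detection reagent.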
FLuc modulator = firefly luciferase modulation, counter-screen for miR-21 project; P08659; purified FLuc, Km substrates, luminescence inhibition; Potency, µM (titrated, usually from 57.5 µM), for the others: at the highest dose activity change, negative = inhibition, usual class: inhibitors; hit rate 6.9% among 360,000; AID 588342;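 further: potency means the concentration at half of the fitted maximal effect; plate controls were vehicle for no effect and reference inhibitor for full effect; nearly all actives have a fitted effect of over 55% in size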
Target sequence (P08659 whole entry, looked up): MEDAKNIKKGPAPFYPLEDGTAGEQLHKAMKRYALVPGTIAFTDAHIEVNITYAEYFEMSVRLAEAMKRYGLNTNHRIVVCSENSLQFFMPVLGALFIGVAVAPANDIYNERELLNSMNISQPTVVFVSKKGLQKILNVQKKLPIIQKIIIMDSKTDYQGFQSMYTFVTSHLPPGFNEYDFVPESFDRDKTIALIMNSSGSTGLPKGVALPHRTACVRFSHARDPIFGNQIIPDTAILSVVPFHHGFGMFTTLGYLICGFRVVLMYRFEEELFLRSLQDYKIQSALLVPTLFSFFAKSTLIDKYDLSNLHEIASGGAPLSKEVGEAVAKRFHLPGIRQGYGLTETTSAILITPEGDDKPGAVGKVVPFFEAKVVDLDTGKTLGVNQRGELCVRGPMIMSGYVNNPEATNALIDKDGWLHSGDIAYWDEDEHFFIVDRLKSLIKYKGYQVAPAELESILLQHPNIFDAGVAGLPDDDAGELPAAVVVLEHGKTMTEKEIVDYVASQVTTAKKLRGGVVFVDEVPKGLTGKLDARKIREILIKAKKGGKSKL
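Purified P. pyralis luciferase, 10 nM final, with Km-level 10 uM D-luciferin and 10 uM ATP in 50 mM Tris acetate pH 7.5, 10 mM Mg acetate, 0.01% Tween-20, 0.05% BSA; 6-point qHTS titration about 60 µM downward; luminescence read.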
NPC1 promoter act = activators of NPC1 promoter. Potency, µM (doses to about 9.22 µM), inactives show top-dose activation, usual class: activators. AID 485313. Huh7 NPC1 promoter luciferase reporter, 24 h. hit rate 2.4% among 320,000;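 further: potency means the concentration at half of the fitted maximal effect; % of control where 0% means no effect; nearly all actives have a fitted effect of over 60% in size; reporter is driven by a mutant NPC1 promoter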
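Stably transfected Huh7 (NPC1 promoter→luciferase), 1500 cells/well in Opti-MEM + 10% FBS, 2 h settle, then compound 24 h at 37 °C. Luminescence after 10 min with Amplite reagent.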
* marks the source's active call; other numbers are inactive results; ? = inconclusive; · = no result given; [ ] = remark or other dose. Unless noted, the call rests on the fitted dose curve; in most records, active means well fitted curve in the direction sought with a large enough effect; inconclusive means small, poorly fitted or top-dose-only effect, or another doubt; inactive means no such curve, though single readings can be large; an effect the other way counts as inactive or inconclusive.

SMILES | ELG1 genotoxic | Tb PFK block | uPA surface inh | KCNH2 3.1 inh | Giardia kill | Coupling enz | VP16 counter | RORgamma inh | Rab9 prom act | FLuc modulator | NPC1 promoter act
COC1CCN(C(=O)c2ccc(OC3CCN(CCc4ccccc4)CC3)cc2)CC1 | -2% | -1% | -6% | -7 | 1 | 6 | -5% | -6% | 4% | 1% | -2%
Cn1c(=O)oc2cc(S(=O)(=O)NCCc3ccccc3)ccc21 | 2% | -2% | 2% | -2 | 2 | 0 | -8% | -2%[10 µM] | -1% | -2% | 0%
CCc1cc(=O)oc2cc(C)c(CN3CCCCC3)c(O)c12 | -3% | ? | 3% | 9 | 11 | 0 | 4% | 5% | 5% | 1% | -1%
CC(C)N1CCN(Cc2ccc(Sc3nncn3C)o2)CC1CCO (centres undefined) | -2% | -1% | 7% | -8 | 8 | 3 | -10% | -10% | -2% | 4% | -4%
O=C(CCSCc1ccc(Cl)cc1)NC1CCCC1 | 1% | 0% | 1% | -16 | -14 | 1 | -7% | 0% | -6% | -2% | -1%
Cc1cccc(N(C(=O)CCC(=O)Nc2ccccn2)C(C(=O)NC(C)C)c2ccc(F)cc2)c1 (centres undefined) | 0% | -1% | -1% | -5 | -2 | 0 | 3% | 7% | -3% | 0% | 1%
CCOc1ccccc1NC(=O)c1c(Br)cnn1C | 3% | -3% | -9% | 11 | -10 | 6 | -2% | 7% | 2% | -4% | 5%
Cn1cnnc1SCC(=O)Nc1ccccc1C(=O)NC1CC1 | 2% | -2% | -2% | -1 | -15 | 1 | -4% | 28% | -3% | 0% | -1%
COc1ccc(N(C(=O)c2snc(C(N)=O)c2N)C(C(=O)NC2CCCCC2)c2ccc(C)o2)c(OC)c1 (centres undefined) | 0% | 5% | 4% | 2 | 3 | 0 | 15% | 6% | -3% | -1% | -5%
O=C(NCCCO)c1cc2c(cn1)[nH]c1ccccc12 | 14% | 1% | -9% | 3 | -2 | -5 | -12% | 2% | ? | 17µM* | 28%
CCCOc1ccccc1C(=O)NC(CO)C(=O)O (centres undefined) | 3% | -2% | 1% | -9 | 2 | 3 | 17% | -2% | -2% | 2% | 0%
COC(=O)c1ccc(NC(=S)N2CCCC2)cc1 | -8% | -7% | -4% | -14 | -11 | -1 | 2% | -8% | -3% | 4% | 0%
CCOC(=O)Cc1csc(NS(=O)(=O)c2ccc([N+](=O)[O-])cc2)n1 | -5% | 1% | -4% | 11 | -19 | 7 | 1% | -22% | 0% | 5% | -6%
CC1CN/C(=C\C(=O)c2ccccc2)C(=O)N1 (centres undefined) | ? | 1% | -7% | 11 | -12 | · | ? | -32% | 4µM* | 12µM* | 2.8µM*
Cc1ccccc1CC(=O)NCCN1CCOCC1 | 0% | -5% | -3% | -3 | -3 | -1 | · | · | -6% | 0% | 0%
CC(=O)C1=C(Nc2ccc(C)cc2)CC(C)(O)C(C(C)=O)C1c1ccco1 (centres undefined) | 1% | 1% | 3% | -14 | -1 | 0 | 0% | 24% | 0% | -9% | 2%
COCCN(C(=O)c1cccc(OC)c1)c1nnc(-c2ccncc2)s1 | 1% | -3% | -1% | 10 | 8 | -1 | 1% | 31% | 5% | 3% | -2%
CC(C)(CN1CCCCC1)NS(=O)(=O)c1ccc(Cl)cc1 | · | · | 9% | -4 | 8 | 1 | 10% | -9% | · | 4% | ·
CC1(C)CC2(CC(c3cccs3)c3cc(Cl)c(O)cc3O2)NC(=S)N1 (centres undefined) | -5% | -1% | -4% | -22 | -10 | 0 | ? | ? | -4% | 3% | -6%
COc1ccc(NC(=O)COc2ccccc2)cc1NC(=O)c1ccco1 | -4% | 0% | -4% | -5 | 0 | -1 | 4% | -14% | -6% | -4% | 0%

Three of the entries above in order of the Rab9 prom act value, high to low.
Molecule,Tb PFK block,uPA surface inh,Rab9 prom act,NPC1 promoter act
Cn1c(=O)oc2cc(S(=O)(=O)NCCc3ccccc3)ccc21,-2%,2%,-1%,0%
Cc1cccc(N(C(=O)CCC(=O)Nc2ccccn2)C(C(=O)NC(C)C)c2ccc(F)cc2)c1 (centres undefined),-1%,-1%,-3%,1%
O=C(CCSCc1ccc(Cl)cc1)NC1CCCC1,0%,1%,-6%,-1%

(listing goes on)
SMILES | ELG1 genotoxic | Tb PFK block | uPA surface inh | KCNH2 3.1 inh | Giardia kill | Coupling enz | VP16 counter | RORgamma inh | Rab9 prom act | FLuc modulator | NPC1 promoter act
O=C(N1CCOCC1)N(CCN1CCOCC1)Cc1cccc(Cl)c1 | · | · | 4% | 5 | -25 | -1 | -7% | -14% | · | 0% | ·
CC(C)NC(=O)CC(=O)NN=C1CCCCC1 | -2% | -7% | 2% | 3 | 0 | 0 | -3% | 24% | -3% | ? | -3%
COc1ccc(S(=O)(=O)N/N=C(/C)c2ccncc2)cc1OC | -3% | 9% | -1% | 21 | 7 | 1 | -4% | -13% | 4% | 6% | 2%
COc1ccc(-c2ccnc3nc(-n4cccc4)nn23)cc1 | -3% | -2% | 21% | 14 | -10 | 3 | 1% | ? | 1% | 3% | 0%
CC(=O)Nc1ccc(NC(=O)c2ccccc2S(=O)(=O)c2ccc([N+](=O)[O-])cc2)cc1 | -6% | -13% | -14% | -3 | 1 | 1 | -8% | 12% | -1% | 1% | -2%
Cc1cccc(CC2CC(=O)N(CCc3ccc4c(c3)OCO4)C2=O)c1 (centres undefined) | -1% | 1% | 0% | 3 | 9 | 0 | 7% | 1% | -5% | 1% | -3%
COc1ccccc1C(=O)C1CCCN(C(=O)c2cnn(C(C)C)c2)C1 (centres undefined) | 2% | -1% | ? | 4 | ? | · | -11% | 1% | -1% | -9% | -3%
NC(=O)CC(NC(=O)Cc1ccc(Br)cc1)c1ccc(NC2CCCCCC2)c([N+](=O)[O-])c1 (centres undefined) | -7% | -2% | 0% | 10 | -4 | -2 | 0% | -9% | -6% | -1% | -5%
CCOc1ccc(NC(=O)CCn2c(=S)oc3ccccc32)cc1 | 7% | 3% | 5% | -15 | -4 | 2 | 6% | 3% | 0% | 3% | 11%
Cc1cccc(OC(C)C(=O)N(Cc2cccs2)C2CCS(=O)(=O)C2)c1C (centres undefined) | 0% | 0% | · | 5 | 3 | -2 | -9% | 2% | 2% | 1% | 2%
Cc1csc2ncc(C(=O)N3c4ccccc4CC3C)c(=O)n12 (centres undefined) | 6% | 0% | 11% | -1 | 18 | 1 | 7% | -5% | -4% | 1% | 0%
Cc1ccnc(NC(=O)CCC(=O)N(CC(=O)NC2CCCCC2)c2cccc(C)c2C)c1 | 1% | 6% | 0% | 22 | ? | -1 | 10% | -18% | -1% | 1% | -2%
Cc1ccc(/C=C2\SC(=S)N(CCCC(=O)Nc3cc(C)on3)C2=O)cc1 | -4% | -19% | 2% | -3 | -15 | 2 | ? | 0.79µM* | -14% | -5% | -14%
Cc1ccc(C(=O)NCCSc2c(C)[nH]c3ccccc23)cc1[N+](=O)[O-] | -11% | 0% | -22% | -15 | -1 | -7 | ? | ? | -4% | 1% | -2%
Nn1c(SCC(=O)Nc2ccc(S(N)(=O)=O)cc2)nnc1C(F)(F)F | -1% | -6% | -2% | 19 | -27 | 2 | -1% | 33% | -9% | 0% | 1%
Cc1ccc(S(=O)(=O)N2CCN(S(=O)(=O)c3c(C)n[nH]c3C)CC2)cc1C | 6% | 1% | ? | 10 | 9 | · | · | · | -2% | -2% | 0%
Cc1cc(C)n(C(=O)c2cccc([N+](=O)[O-])c2C)n1 | 2% | -3% | 21% | -21 | 22 | -1 | 6% | -15% | -1% | -1% | -3%
CC(C)c1ccc(O)c(NC(=S)NC(=O)c2cccnc2)c1 | 6% | -2% | -10% | -6 | -2 | -1 | 1.4µM* | 0.71µM* | 27% | ? | 14%

Complete entries as entered above:
Cc1ccc(C(=O)NCCSc2c(C)[nH]c3ccccc23)cc1[N+](=O)[O-] is listed with ELG1 genotoxic = -11%; Tb PFK block = 0%; uPA surface inh = -22%; KCNH2 3.1 inh = -15; Giardia kill = -1; Coupling enz = -7; VP16 counter = ?; RORgamma inh = ?; Rab9 prom act = -4%; FLuc modulator = 1%; NPC1 promoter act = -2%
Cc1cc(C)n(C(=O)c2cccc([N+](=O)[O-])c2C)n1 is listed with ELG1 genotoxic = 2%; Tb PFK block = -3%; uPA surface inh = 21%; KCNH2 3.1 inh = -21; Giardia kill = 22; Coupling enz = -1; VP16 counter = 6%; RORgamma inh = -15%; Rab9 prom act = -1%; FLuc modulator = -1%; NPC1 promoter act = -3%

High-throughput results: PubChem, National Center for Advancing Translational Sciences (NCATS)
